# High-throughput results deposited in PubChem by several laboratories.
# ADAM10 inh = inhibits human ADAM10 | O14672 | recombinant ADAM10, EDANS/DABCYL FRET peptide cleavage, 3 h | inhibition, % at 7 µM | 0.62% of 370,000 active | AID 720582;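 active = inhibition above a per-campaign cutoff equal to the mean of compounds falling between control-based bounds plus 3 SD, cut at about 20% in these data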;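 also: 0% = DMSO wells while the 100% control is not disclosed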
# Target sequence (O14672 214-748 limits assumed): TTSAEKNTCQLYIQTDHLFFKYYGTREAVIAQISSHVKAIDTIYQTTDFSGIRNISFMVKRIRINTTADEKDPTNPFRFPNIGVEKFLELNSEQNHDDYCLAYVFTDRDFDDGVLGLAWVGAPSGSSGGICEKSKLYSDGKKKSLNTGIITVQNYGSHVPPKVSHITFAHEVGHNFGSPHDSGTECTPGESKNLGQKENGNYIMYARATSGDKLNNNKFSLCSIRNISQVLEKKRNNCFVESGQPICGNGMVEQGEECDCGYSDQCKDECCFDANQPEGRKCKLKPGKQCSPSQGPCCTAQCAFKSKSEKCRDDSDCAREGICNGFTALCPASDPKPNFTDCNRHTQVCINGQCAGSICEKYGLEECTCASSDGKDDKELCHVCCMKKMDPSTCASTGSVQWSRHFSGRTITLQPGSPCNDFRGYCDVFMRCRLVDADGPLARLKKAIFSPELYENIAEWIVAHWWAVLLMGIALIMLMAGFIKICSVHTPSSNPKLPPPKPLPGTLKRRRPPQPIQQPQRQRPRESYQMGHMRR
# GAA850 FXN act = frataxin GAA850 promoter activation. HEK293 lucGAA850 FXN promoter luciferase reporter, 24 h; percent of 10 µM SAHA response. activation, % at 6 µM. 0.56% of 360,000 active;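 active = activation above the average of all compounds screened plus 3 SD, cutoff fixed separately per campaign, cut at about 7.5% in these data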;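 also: 0% = DMSO wells and 100% = 10 µM SAHA wells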
# hgDAF-12 ag = agonists of H. glycines DAF-12 nuclear receptor; HEK293 GAL4-hgDAF12 UAS-luciferase reporter, agonist luminescence; normalized to butyrate control; activation, % at 6.8 µM; 1.8% of 370,000 active; AID 687014;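 active = activation above a cutoff set at the mean of all screened compounds plus 3 SD, cut at about 10% in these data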;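 also: 0% = DMSO wells and 100% = sodium butyrate wells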
# PG9 binder = binds the HIV-1 gp120 antibody PG9; inhibition, % at 6.7 µM; TR-FRET gp120-PG9 antibody binding; 0.43% of 360,000 active; in the data active = inhibition above about 8.5%
# ADAM17 inh = ADAM17 inhibition, QFRET primary screen; AID 720648; 0.83% of 370,000 active; inhibition, % at 6.95 µM; recombinant ADAM17, EDANS/DABCYL FRET peptide cleavage; P78536;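 active = inhibition above the mean of compounds lying between control limits plus 3 SD, set per campaign, cut at about 8.5% in these data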;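 also: 0% = DMSO-only wells as the low control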
# hcDAF-12 act = H. contortus DAF-12 activation, primary screen. HEK293 hcDAF-12 lit1-tk-luc reporter, luminescence; 0% DMSO, 100% Δ7-dafachronic acid. activation, % at 6.8 µM. 1.4% of 370,000 active;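 active = activation above the mean of all tested compounds plus 3 SD, cut at about 5.5% in these data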;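 also: 100% = response to 3 µM Δ7-dafachronic acid high control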
# DAX1 inh-1 = inhibits human nuclear receptor DAX1; P51843; HEK293 Gal4-DAX1 luciferase reporter, luminescence; inhibition, % at 6.75 µM; 0.99% of 340,000 active; AID 504766;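 active = inhibition above the mean over all tested compounds plus 3 SD, cut at about 4.2% in these data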;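 also: 0% = DAX1-transfected cells with DMSO and 100% = empty-vector control cells with DMSO; inhibition shows as a rise in luminescence from relieved DAX1 repression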
# Target sequence (P51843 207-470 limits assumed): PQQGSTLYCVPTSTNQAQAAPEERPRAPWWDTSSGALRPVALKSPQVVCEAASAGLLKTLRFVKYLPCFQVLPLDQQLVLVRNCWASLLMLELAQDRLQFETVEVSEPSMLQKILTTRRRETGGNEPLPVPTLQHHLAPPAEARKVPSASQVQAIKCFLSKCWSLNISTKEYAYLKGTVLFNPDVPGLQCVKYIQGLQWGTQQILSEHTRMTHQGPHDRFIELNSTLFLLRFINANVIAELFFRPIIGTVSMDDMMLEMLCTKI
# ssDAF-12 act = activates DAF-12 receptor from parasite S. stercoralis; HEK293 ssDAF-12/GRIP1 lit1-tk-luc reporter, luminescence; % of 3 µM dafachronic acid response; activation, % at 6.8 µM; 1% of 370,000 active; AID 652126;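 active = activation above the mean over all tested compounds plus 3 SD, cut at about 0.9% in these data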;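 also: 0% = DMSO-only wells and 100% = 3 µM delta7-dafachronic acid wells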
# SMARCA2 activ = increases SMARCA2 function in MMTV reporter cells; MG213 cells, MMTV-luciferase reporter, dexamethasone, overnight; activation, % at 9.1 µM; 1% of 370,000 active; in the data active = activation above about 7.8%;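 also: 0% = vehicle wells and 100% = reference activator wells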
# DAX1 inh-2 = DAX1 (NR0B1) inhibition, primary screen; HEK293T StAR-luciferase reporter, SF-1/DAX-1 repression relief; AID 652010; 1.1% of 370,000 active; inhibition, % at 6.8 µM;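 active = inhibition above the mean over all tested compounds plus 3 SD, cut at about 3.6% in these data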;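 also: 0% = DAX-1 cells with DMSO and 100% = cells lacking DAX-1 with DMSO; higher inhibition means more luminescence from relief of DAX-1 repression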
# NPR1 activator = GC-A (human) enzyme activation. P16066. HEK293 GC-A cells, cGMP TR-FRET, EC30 ANP; 0% at EC30 ANP, 100% saturating ANP. activation, % at 10 µM. 0.14% of 370,000 active. AID 1671463; in the data active = activation above about 40%
# An asterisk follows results filed as active; x = not tested or not shown.
SMILES,ADAM10 inh,GAA850 FXN act,hgDAF-12 ag,PG9 binder,ADAM17 inh,hcDAF-12 act,DAX1 inh-1,ssDAF-12 act,SMARCA2 activ,DAX1 inh-2,NPR1 activator
COc1ccccc1C1=NN(C2=NN=C(N)Cc3ncnn32)C(O)(C(F)(F)F)C1 (centres undefined),-200,3.3,2.4,-0.8,-65,-1.0,1.1,-1.4,0,-0.4,x
CCOC(=O)c1c(CS(=O)(=O)c2ccccc2)n(C)c2cc(Br)c(O)c(CN(C)C)c12,0,3.2,-4.1,-4.0,2,-2.1,0.4,-1.5,0,-0.9,-7
COc1ccc(/C=C/C(=O)OCC(=O)NC2CCCC2)cc1,-8,1.9,-0.5,-3.0,-4,0.0,0.1,-1.3,-2,-1.4,-4
O=c1cc(N2CCCCC2)c(-c2ccccc2)nn1Cc1ccccc1Cl,5,5.6,-1.8,-3.1,3,-2.1,0.0,-1.2,2,-0.8,-7
O=C(O)c1nc2nc(Cl)c(Cl)nc2[nH]1,-28,-0.3,-1.6,0.0,-15,3.1,2.0,-1.0,-3,-0.2,-3
COc1ccc2c(c1)[C@@H](NC(=O)C(F)(F)F)[C@@H]1CCCC[C@]21c1ccccc1,-2,x,-1.2,0.8,-5,-1.0,x,-1.2,-2,-0.3,2
COc1ccc(Cn2nnnc2CN(Cc2cc3ccc(C)cc3[nH]c2=O)C2CCCC2)cc1,-97,-1.8,-0.3,-1.0,-36,0.1,-1.6,-1.2,0,0.4,-3
CC1(C)CC(=O)C2=C(C1)NC(=S)C(C#N)C21CCCCC1 (centres undefined),-17,0.9,-1.3,0.4,-6,0.1,1.4,-1.0,-4,-0.1,3
O=C(NC1CCCCC1)C(c1cccs1)N(Cc1cccs1)C(=O)c1ccco1 (centres undefined),2,1.9,-1.1,-1.0,1,-0.1,0.2,-0.7,-2,-0.8,-19
O=C(NCCOc1ccccc1F)C1CC(=O)N(Cc2ccccc2)C1 (centres undefined),-7,0.9,-1.9,1.7,-7,-3.3,-1.1,-1.2,-5,-1.0,0
O=C(Nc1ccc(O)cc1C(=O)O)c1ccc(NC(=O)c2ccco2)cc1,-21,-1.2,1.1,-2.6,4,1.2,-0.4,-1.3,-5,2.2,1
CC1CN(C(=O)c2nn(C)cc2[N+](=O)[O-])CC(C)O1 (centres undefined),2,1.9,2.5,0.8,-8,-0.7,0.9,-0.6,-3,-0.5,3
Cc1cc(C)c(C)c(OCC(=O)NCCN(C)C)c1,5,-2.3,-0.8,-0.1,6,-0.7,1.3,-1.3,0,0.1,3
COCC(=O)N1C[C@@H](C)[C@@H](OC)CN(C)C(=O)c2ccc(NC(=O)c3cnccn3)cc2OC[C@H]1C,-14,x,2.3,-0.8,-6,0.4,x,0.0,-2,-0.9,-3
O=C(CCS(=O)(=O)c1cccc2nonc12)Nc1ccc(Br)cc1,6,0.5,1.6,0.9,-1,-0.7,-1.1,-1.1,3,-0.2,-3
COCCN1Cc2cc(C(=O)OC)c3c(c2C1=O)c1ccccc1n3S(=O)(=O)c1ccc(OC)cc1,-12,x,0.6,1.2,-1,0.0,x,-0.7,-1,-0.1,-4
COc1ccc(NS(=O)(=O)c2cc(NC(=O)c3cncc(Br)c3)ccc2OC)cc1,1,-0.8,1.9,-2.4,2,-1.9,0.1,-1.8,2,-1.3,0
CCC[N+]1(CC#CC(O)(c2ccccc2)C2CCCCC2)CCCCC1 (centres undefined),1,-3.1,1.0,0.7,-3,-0.7,-1.3,-1.6,-2,-0.1,2
C=CCn1c(SCC(=O)NC2CCCCC2)nnc1-c1cccnc1,-6,1.3,0.1,-1.1,-2,1.8,-0.1,-0.8,0,1.7,2
Cc1cccc(-c2noc(CCC(=O)NCc3ccccc3)n2)c1,6,-0.9,0.4,-1.0,1,-1.6,-0.9,-1.8,-3,-0.2,-2
CCn1cc(C(=O)OCC(=O)c2cc(C)n(-c3ccccc3)c2C)c(=O)c2ccc(C)nc21,0,-1.1,-2.2,0.2,-2,-0.8,-1.6,-1.7,-1,0.3,-2
Cc1c(C(=O)Nc2c(C)n(C)n(-c3ccccc3)c2=O)oc2ccc(Cl)cc12,5,2.6,-0.3,-1.8,2,1.3,0.4,-0.5,3,0.4,0
COc1ccc(CSc2nnc(SCC(=O)Nc3ccccc3-c3ccccc3)s2)cc1,9,x,-2.2,x,6,-3.6,x,-1.9,-8,-2.5,-2
COc1ccc(C(=O)/C=C/C(=O)N(CC(=O)NC2CCCCC2)Cc2ccccc2OC)c(O)c1,-7,-0.6,-0.4,0.2,-2,-0.6,0.0,-0.2,1,-0.4,-55
Cc1occc1-c1nc(-c2ccncc2)no1,3,1.1,7.0,2.1,-3,-0.6,-0.1,-1.4,0,0.2,2
Cc1ccc(CN2CCN(Cc3cnc(C)s3)CC2CCO)cc1 (centres undefined),-9,-0.1,-1.5,-0.4,-1,-2.2,-0.9,-1.7,-3,-0.2,-3
O=C(CN1C(=O)C2(OCCO2)c2ccccc21)c1ccc(F)cc1,-1,-1.3,3.1,0.4,-2,-0.5,-0.4,-1.6,-2,0.1,3
O=C(NC1CCCC1)C(c1c(F)cccc1Cl)N(C(=O)c1csnn1)C1CC1 (centres undefined),0,-0.5,0.6,-1.4,-2,-1.2,0.1,-0.6,-1,0.5,-19
CC(=O)Nc1nnc(S(=O)(=O)N2CCN(c3ccc(Cl)cc3[N+](=O)[O-])CC2)s1,-5,2.2,1.1,-2.8,-4,-1.0,-0.1,-1.2,-1,-0.3,-1
Cn1nc(-c2ccccc2)cc1NC(=O)[C@@H]1O[C@H](CO)[C@H](O)[C@H](O)[C@H]1O,-2,0.0,1.1,-0.6,-2,-0.9,x,-0.8,-1,-0.5,3
Cc1ccccc1-c1csc(C(C)(O)c2cccnc2)n1 (centres undefined),4,0.3,-1.3,-2.9,1,-1.7,x,-1.1,1,-0.6,5
O=C(NCCS(=O)(=O)N1CCN(c2cccc(Cl)c2)CC1)c1cc(=O)c2ccccc2o1,0,-1.4,-5.1,-1.9,-1,-2.5,0.1,-0.8,-3,-0.2,-6
Cc1nnc(NC(=O)CCC(=O)N2CCN(CCOc3cccc4ccccc34)CC2)s1,-2,-0.7,-0.2,-3.0,-9,1.5,x,-1.7,7,0.1,-6
Cc1cc(=O)[nH]c(SCC(=O)Nc2c(C)n(C)n(-c3ccccc3)c2=O)c1C#N,1,1.6,-0.5,-2.3,-2,0.1,0.4,-1.4,5,-3.7,2
CN1C(=S)SC(N(O)C=C2C=CC(=O)C=C2)C1(C)C (centres undefined),7,-0.3,-1.4,0.4,1,-0.7,-0.4,-1.0,-1,-0.6,2
Cc1nn(CC(=O)NCC2CCCO2)c(=O)c2ccccc12 (centres undefined),2,-0.4,1.2,0.6,-3,3.4,0.8,-0.8,-5,1.2,0
COc1ccccc1CNc1cc(-c2ccccc2)ccc1OC,-19,4.7,0.7,3.1,-6,-0.8,0.1,-1.4,-1,0.5,5
COC(=O)c1c(-c2ccccc2)nn(-c2ccccc2)c1C(=O)OC,11,0.6,-2.7,-2.8,3,-0.2,-1.4,-1.8,-1,0.3,1
Cc1ccc(-c2noc(C3CCN(S(C)(=O)=O)CC3)n2)o1,3,4.5,4.8,-0.2,-4,-1.2,1.1,-1.3,5,0.2,-1
O=C1NC(=Nc2ccccc2)SC1Cc1cccc(Cl)c1Cl (centres undefined),-4,0.9,3.2,-1.2,3,-2.4,-0.9,-1.7,-6,0.7,-3
COc1ccc(-c2csc(C(C)(O)c3cccnc3)n2)cn1 (centres undefined),0,1.8,-1.5,0.4,2,-2.3,x,-0.8,0,-0.6,1
CC(=O)c1cccc(Oc2ncccn2)c1,2,-0.4,-0.1,0.4,2,0.9,-1.0,-1.1,0,0.3,0
COC(=O)c1ccsc1NC(=O)CCS(=O)(=O)c1ccc(Cl)cc1,-3,-0.7,-0.4,1.0,-4,-0.9,-0.2,-1.1,2,-1.2,-6
CCCOc1ccc(C2c3c(oc4ccccc4c3=O)C(=O)N2CCN(CC)CC)cc1OC (centres undefined),-14,-0.1,0.8,0.8,-11,-1.4,0.7,-0.6,3,0.3,0
Cc1c(NS(=O)(=O)c2cccc(C(=O)NCc3ccc(Cl)cc3)c2)c(=O)n(-c2ccccc2)n1C,-20,1.4,-2.1,3.9,-5,-1.7,0.3,-1.0,-2,-0.7,0
O=C(C1CCN(S(=O)(=O)Cc2ccccc2)CC1)N1CCN(c2ncccn2)CC1,1,-0.7,2.5,-0.5,-4,-1.4,-0.2,-1.0,0,-0.1,2
COc1ccc(N2C(=O)CN(Cc3cc(OC)c(OC)c(OC)c3)C2=S)cc1,5,-2.2,-2.5,-1.2,-4,-3.7,-0.7,-1.9,-4,-0.7,-2
Cc1cc(C(=O)N/N=C/C=C/c2ccc(Br)cc2)n[nH]1,-2,0.9,-1.2,-2.6,-2,-2.4,0.3,-1.0,-1,1.2,13
COc1cccc(C2=Nc3cccc4cccc(c34)N2)c1,-5,0.0,-1.6,-5.4,-2,11*,1.4,0.7,-3,0.0,9
O=C(Nc1ccccc1)N(CCN1CCOCC1)Cc1cccc(Cl)c1,-5,2.6,-2.2,-1.6,1,1.6,-1.8,-1.9,-1,-0.1,-11

# Continuation.
SMILES,ADAM10 inh,GAA850 FXN act,hgDAF-12 ag,PG9 binder,ADAM17 inh,hcDAF-12 act,DAX1 inh-1,ssDAF-12 act,SMARCA2 activ,DAX1 inh-2,NPR1 activator
COc1c(C(C)(C)C)cc(S(=O)(=O)N2c3ccccc3C[C@H]2C)cc1C(C)(C)C,6,x,-3.9,x,0,0.3,x,-2.0,x,x,-7
CCCCc1cc(=O)oc2cc(OCC(=O)NCc3ccccn3)c(Cl)cc12,-19,-0.3,2.1,-0.3,-4,-1.0,1.8,-0.9,-1,-0.3,-3
CCOC(=O)c1ccc(NC(=O)c2c(NC(=O)CCC(=O)O)sc3c2CCCCC3)cc1,3,0.1,-4.5,1.7,2,-0.8,x,-1.7,-4,-0.2,-5
Cc1ccc(C(=O)Nc2cc(S(=O)(=O)N3CCOCC3)ccc2N2CCCC2)cc1,-9,-1.0,-1.4,-2.7,0,-0.2,0.0,-0.8,-2,-1.0,1
